Mcl1-Noxa inh = Mcl-1/Noxa interaction inhibition | inhibition, % at 21.7 µM | 1.5% of 220,000 active | Q07820 | TR-FRET Mcl-1/Noxa peptide binding, 2 h;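 active = compounds that cut the protein-peptide binding signal by more than 50% relative to plate controls in a single-dose test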;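 also: His-tagged Mcl-1 with rhodamine Noxa BH3 peptide and terbium anti-His antibody; 0% = Mcl-1 plus Noxa peptide wells and 100% = peptide-only wells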
Target sequence (Q07820 whole entry, looked up): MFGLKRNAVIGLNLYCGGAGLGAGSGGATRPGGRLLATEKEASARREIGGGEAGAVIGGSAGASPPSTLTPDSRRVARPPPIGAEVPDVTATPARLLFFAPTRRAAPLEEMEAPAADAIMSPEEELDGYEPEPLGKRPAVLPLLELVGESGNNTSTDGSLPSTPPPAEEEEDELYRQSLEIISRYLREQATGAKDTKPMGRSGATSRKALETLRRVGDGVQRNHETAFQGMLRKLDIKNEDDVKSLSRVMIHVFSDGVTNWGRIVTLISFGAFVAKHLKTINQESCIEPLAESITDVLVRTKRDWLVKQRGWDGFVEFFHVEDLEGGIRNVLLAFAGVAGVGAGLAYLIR
HRas wt GTP = human HRas wildtype GTP binding, change in either direction; P01112; GST-Ras wt beads, Bodipy-FL-GTP binding, flow cytometry; actives lie on both sides; GTP binding activity, % at 10 µM; 0.14% of 190,000 active; AID 759;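 active = GTP binding activity at least 20% away from the 100% baseline, either lowered as inhibitor or raised as activator; inconclusive = flagged as likely green fluorescent, judged across all proteins in the well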;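 also: 0% = unlabeled GTP competition control and 100% = no-compound control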
Target sequence (P01112 whole entry, looked up): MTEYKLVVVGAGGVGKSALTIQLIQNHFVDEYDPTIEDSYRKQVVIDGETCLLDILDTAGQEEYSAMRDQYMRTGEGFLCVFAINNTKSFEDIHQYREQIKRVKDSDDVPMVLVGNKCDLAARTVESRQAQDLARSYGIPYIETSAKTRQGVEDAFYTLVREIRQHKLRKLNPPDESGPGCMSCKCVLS
Cdc42 wt = modulators (inhibitors or activators) of GTP binding to human Cdc42 wildtype | P60953 | GST-Cdc42 beads, Bodipy-GTP binding, flow cytometry; actives lie on both sides | percent activity (GTP binding), % at 10 µM | 0.2% of 190,000 active | AID 761;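 active = percent activity GTP binding at least 20 points away from the 100% baseline, either down as inhibitor or up as activator; inconclusive = compound flagged as likely green fluorescent from well-wide comparison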;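 also: median bead fluorescence of bound Bodipy-FL-GTP at 100 nM; 0% = excess unlabeled GTP control and 100% = no compound control; below 100% means less GTP binding so inhibitor and above means activator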
Target sequence (P60953 whole entry, looked up): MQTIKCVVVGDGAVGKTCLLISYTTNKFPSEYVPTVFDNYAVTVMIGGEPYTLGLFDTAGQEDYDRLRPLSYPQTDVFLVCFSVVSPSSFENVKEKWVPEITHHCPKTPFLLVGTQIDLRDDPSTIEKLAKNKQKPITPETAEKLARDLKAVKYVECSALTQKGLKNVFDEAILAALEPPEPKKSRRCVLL
Bim-Mcl-1 = inhibitors of Bim-Mcl-1 interaction, human. Q07820. Bead-based flow cytometry, Bim peptide-Mcl-1 binding. inhibition, % at 10 µM. 0.1% of 190,000 active. AID 1009; in the data active = inhibition above about 40%;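 also: 0% = no compound tracer wells and 100% = peptide blocker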
Pf gamet viab = P. falciparum stage V gametocyte viability inhibition | AID 743093 | 0.065% of 150,000 active | P. falciparum stage V gametocytes, ATP luminescence, 24 h | inhibition, % at 10.9 µM;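 active = inhibition above the mean plus 3 SD of compounds within the control limits, set per campaign, cut at about 38% in these data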;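 also: 0% = DMSO wells and 100% = medium only without gametocytes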
Rab7 wt modul = modulators of GTP binding to dog Rab7 wildtype GTPase; GST-Rab7 beads, fluorescent GTP binding, flow cytometry; actives lie on both sides; untreated = 100%, excess cold GTP = 0%; GTP binding activity (percent of control), % at 10 µM; 0.055% of 190,000 active; AID 758;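 active = fluorescent GTP binding to Rab7 beads changed by at least 20 points from the 100% baseline, either direction, mostly lower; inconclusive = compound itself probably fluorescent, or too few beads counted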;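 also: median green fluorescence of bound Bodipy-FL-GTP per Rab7 bead population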
Rab2 wt GTP = changes GTP binding to wildtype dog Rab2A, up or down; P61105; GST-Rab2 wt beads, Bodipy-GTP binding, flow cytometry; GTP binding activity, % at 10 µM; 0.19% of 190,000 active; AID 760;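 active = GTP binding activity at least 20 points away from 100%, either lowered or raised; inconclusive = signal likely due to the compound's own green fluorescence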;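 also: 0% = beads with excess unlabeled GTP and 100% = no-compound control corrected for plate trend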
Rac1 act GTP bind = modulators of GTP binding to human Rac1 activated mutant | P63000 | GST-Rac1 activated beads, fluorescent GTP binding, flow cytometry; actives lie on both sides; 100% means binding = to untreated wells | percent activity (GTP binding), % at 10 µM | 0.11% of 190,000 active | AID 764;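 active = GTP binding at least 20 percentage points away from the 100% baseline, in either direction, so actives lie on both sides; inconclusive = Compound likely fluorescent itself, or too few beads counted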
RGS8-Gao = modulates binding of RGS8 to human Galphao; P09471; multiplexed bead flow cytometry; actives lie on both sides; response (percent of control binding), % at 10 µM; 0.34% of 220,000 active; AID 1423; in the data active = response below about 60% or above about 140%; inactive = in between;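 also: Galphao activated as the GDP aluminium fluoride complex binding bead-coupled RGS8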
Mcl1 Bid PPI = Mcl-1/Bid interaction inhibition | Q07820 | TR-FRET Mcl-1/Bid-Dy647 peptide binding, 1536-well | inhibition, % at 21.7 µM | 0.97% of 220,000 active;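 active = compounds that cut the binding signal by more than half at the single screening dose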;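 also: His-tagged Mcl-1 with europium anti-His antibody binding Bid BH3 peptide; 0% = Mcl-1 plus peptide wells and 100% = peptide-only wells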
Rac1 wt GTP bind = modulators of human Rac1 wildtype GTP binding; GST-Rac1 beads, fluorescent GTP binding, flow cytometry; actives lie on both sides; 0 = cold GTP competed, 100 = untreated; GTP binding activity (% of control), % at 10 µM; 0.27% of 190,000 active;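 active = GTP binding activity at least 20 points away from the 100% control level, either lower or higher; inconclusive = compound flagged as likely green fluorescent, judged across all proteins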
Numbers without * were called inactive; ? = inconclusive; . = no result given.

SMILES	Mcl1-Noxa inh	HRas wt GTP	Cdc42 wt	Bim-Mcl-1	Pf gamet viab	Rab7 wt modul	Rab2 wt GTP	Rac1 act GTP bind	RGS8-Gao	Mcl1 Bid PPI	Rac1 wt GTP bind
CCOC(=O)COc1cccc2c(=O)n(CC(=O)N3CCC(C)CC3)ccc12	7	96	98	0	.	96	98	97	102	4	100
CC(NC(=O)C1CCCN(S(=O)(=O)c2cccs2)C1)c1ccccc1 (stereo not given)	7	99	101	-3	.	96	97	98	100	0	104
O=C1CSC(=S)N1/N=C/c1ccc(O)c([N+](=O)[O-])c1	86*	?	?	1	.	?	?	?	102	2	?
O=c1oc2ccccc2c(N2CCCCC2)c1CN1CCCC1	8	97	96	0	.	96	97	96	105	-18	100
COc1ccc(NC(=O)CC2C(=O)OCC3CCCCN32)cc1Cl (stereo not given)	35	100	101	0	-25	97	101	102	114	-19	103
Cc1ccc(N2CC(C(=O)OCc3ccccc3)CC2=O)cc1 (stereo not given)	5	108	110	0	.	105	105	102	98	-1	106
CCn1cc(-c2nnnn2-c2ccc(Cl)cc2)c(=O)c2ccccc21	13	104	104	0	.	99	103	100	100	-4	104
Cc1ccc(NC(=O)/C(=C/c2ccncc2)NC(=O)c2ccccc2)cc1	8	98	101	3	2	100	96	99	92	-4	101
CCc1nc(C)cn1S(=O)(=O)c1cc(Br)c(C)cc1OC	-3	95	96	-4	-2	94	97	96	93	-14	95
COCCN(C(=O)Nc1ccccc1)C(C)c1cccnc1 (stereo not given)	-4	97	101	2	.	96	99	96	98	-15	101
OCC1OC(n2cnc3c(NC4CCCCC4)ncnc32)C(O)C1O (stereo not given)	-13	95	96	2	.	96	98	96	100	-17	96
O=C(c1cccc(C(F)(F)F)c1)N1CCN(c2cc(=O)[nH]nc2-c2ccccc2)CC1	12	98	99	3	.	93	96	96	101	3	92
Cc1ccc(N(C(=O)C(F)(F)F)C(C(=O)NC2CCCCC2)c2cccs2)cc1C (stereo not given)	-9	106	103	1	.	106	102	93	107	66*	103
COc1ccc(S(=O)(=O)N2CCN(CCO)CC2)cc1-c1nnc2c3ccccc3c(C)nn12	12	101	100	-1	.	100	99	97	102	-20	106
Cc1cc(NC(=O)CSc2ccc3nnc(CCNS(=O)(=O)c4ccccc4)n3n2)no1	5	97	97	0	.	108	99	95	105	-16	99

Some of the entries so far, with values under each structure:
Fields – Mcl1-Noxa inh, HRas wt GTP, Cdc42 wt, Bim-Mcl-1, Pf gamet viab, Rab7 wt modul, Rab2 wt GTP, Rac1 act GTP bind, RGS8-Gao, Mcl1 Bid PPI, Rac1 wt GTP bind
O=C1CSC(=S)N1/N=C/c1ccc(O)c([N+](=O)[O-])c1
  86*, ?, ?, 1, ., ?, ?, ?, 102, 2, ?
O=c1oc2ccccc2c(N2CCCCC2)c1CN1CCCC1
  8, 97, 96, 0, ., 96, 97, 96, 105, -18, 100
COc1ccc(NC(=O)CC2C(=O)OCC3CCCCN32)cc1Cl (stereo not given)
  35, 100, 101, 0, -25, 97, 101, 102, 114, -19, 103
Cc1ccc(N2CC(C(=O)OCc3ccccc3)CC2=O)cc1 (stereo not given)
  5, 108, 110, 0, ., 105, 105, 102, 98, -1, 106
CCn1cc(-c2nnnn2-c2ccc(Cl)cc2)c(=O)c2ccccc21
  13, 104, 104, 0, ., 99, 103, 100, 100, -4, 104
Cc1ccc(NC(=O)/C(=C/c2ccncc2)NC(=O)c2ccccc2)cc1
  8, 98, 101, 3, 2, 100, 96, 99, 92, -4, 101
CCc1nc(C)cn1S(=O)(=O)c1cc(Br)c(C)cc1OC
  -3, 95, 96, -4, -2, 94, 97, 96, 93, -14, 95
COCCN(C(=O)Nc1ccccc1)C(C)c1cccnc1 (stereo not given)
  -4, 97, 101, 2, ., 96, 99, 96, 98, -15, 101
OCC1OC(n2cnc3c(NC4CCCCC4)ncnc32)C(O)C1O (stereo not given)
  -13, 95, 96, 2, ., 96, 98, 96, 100, -17, 96
O=C(c1cccc(C(F)(F)F)c1)N1CCN(c2cc(=O)[nH]nc2-c2ccccc2)CC1
  12, 98, 99, 3, ., 93, 96, 96, 101, 3, 92
Cc1ccc(N(C(=O)C(F)(F)F)C(C(=O)NC2CCCCC2)c2cccs2)cc1C (stereo not given)
  -9, 106, 103, 1, ., 106, 102, 93, 107, 66*, 103
COc1ccc(S(=O)(=O)N2CCN(CCO)CC2)cc1-c1nnc2c3ccccc3c(C)nn12
  12, 101, 100, -1, ., 100, 99, 97, 102, -20, 106
Cc1cc(NC(=O)CSc2ccc3nnc(CCNS(=O)(=O)c4ccccc4)n3n2)no1
  5, 97, 97, 0, ., 108, 99, 95, 105, -16, 99

Only Cdc42 wt, Mcl1 Bid PPI and Mcl1-Noxa inh (2 entries from above):
structure,Cdc42 wt,Mcl1 Bid PPI,Mcl1-Noxa inh
O=C1CSC(=S)N1/N=C/c1ccc(O)c([N+](=O)[O-])c1,?,2,86*
O=c1oc2ccccc2c(N2CCCCC2)c1CN1CCCC1,96,-18,8

(more compounds)
SMILES	Mcl1-Noxa inh	HRas wt GTP	Cdc42 wt	Bim-Mcl-1	Pf gamet viab	Rab7 wt modul	Rab2 wt GTP	Rac1 act GTP bind	RGS8-Gao	Mcl1 Bid PPI	Rac1 wt GTP bind
Cc1cc(C)nc(N2CCC(C(=O)Nc3nnc(C)s3)CC2)n1	-1	100	98	5	-9	96	97	96	100	-5	99
O=C(C1CCCN1S(=O)(=O)c1ccc(Br)cc1)N1CCOCC1 (stereo not given)	7	98	97	2	-1	109	103	94	100	-14	97
COc1ccc(CCNC(=O)c2ccc(Cl)c(S(=O)(=O)N(C)c3ccccc3)c2)cc1	13	100	95	-3	20	102	99	98	102	-11	102
N#CCCN1CCN(S(=O)(=O)c2ccc(S(=O)(=O)N3CCCCCC3)cc2)CC1	13	101	102	0	.	101	101	99	104	-30	100
COc1cccc(CC2(CO)CCN(Cc3ccc4cccc(F)c4n3)CC2)c1	18	98	99	-11	-5	97	98	94	93	-7	98
CCCCNC(=O)CSc1nc2ccsc2c(=O)n1CCCC(=O)NCCc1ccc(S(N)(=O)=O)cc1	15	93	93	0	-10	90	92	95	102	1	94
COC(=O)C1=CNC=C(C(=O)OC)C1c1ccc(C(=O)OC)cc1	18	99	102	-5	13	98	98	97	98	-26	99
O=C(Nc1ccc(S(=O)(=O)Nc2ncccn2)cc1)c1ccc(Br)s1	-23	99	98	-5	.	100	101	100	102	3	108
COc1ccc(Nc2ccc(S(=O)(=O)N3CCCCC3)cc2[N+](=O)[O-])cc1Cl	38	100	98	-3	3	97	97	98	103	-31	102
Cc1ccccc1NC(=O)C1C2C=CC(C3CC23)C1C(=O)O (stereo not given)	2	95	93	-1	-1	102	95	90	104	-27	92
Cc1cc(C=C2C(=O)CCCC2=O)c(C)n1-c1ccccc1	25	98	100	-2	-18	96	98	97	98	-97	99
Cc1ccc(S(=O)(=O)NC(=O)NC(C)(C)C)cc1	-6	102	101	-2	.	100	101	100	100	12	106
COc1ccc(/C=N/NC(=O)c2ccco2)cc1Cn1nc(C)cc1C	13	100	101	0	5	100	101	100	115	-2	102
CC(C)C(OC(=O)c1cccs1)C(=O)NCc1ccccc1 (stereo not given)	5	93	91	-1	-22	101	94	93	100	-44	94
COc1ccc(CNC(=O)c2ccccc2SC)cc1	-4	98	97	1	10	100	96	98	100	-6	103
OC(CN1CCCCC1)CN1CCCCC1	1	105	106	-5	.	105	106	100	100	-11	106
CCCC(=O)Nc1ccc(Cl)c(NC(=S)NC(=O)C(C)C)c1	1	100	98	-3	-1	101	100	98	97	-24	99
S=c1[nH]nc(-c2cccnc2)n1/N=C/C(Cl)=C\c1ccccc1	32	?	?	13	7	?	?	?	91	-63	?
COc1cc(OC)c(NC(C)C(=O)NCc2ccccc2)cc1Cl (stereo not given)	27	97	95	-3	-27	110	99	94	96	-36	95
Cc1c(Cl)cccc1NC(=O)CN1CCC(C(O)(c2ccccc2)c2ccccc2)CC1	14	97	98	-2	-8	95	98	97	109	9	99
CC(C)(C)c1nc2ccccc2[nH]1	10	101	101	-2	.	101	98	100	106	-19	107
CCCCCCCCCCCCOC1OC(CO)C(O)C(O)C1NC(C)=O (stereo not given)	11	99	97	0	-1	102	100	100	102	-15	104
NS(=O)(=O)c1ccc(CCNC(=O)COC(=O)/C=C/c2ccc(Cl)cc2)cc1	18	100	99	0	.	106	98	95	102	-9	102
Clc1cccc(CSc2nnc([C@@H]3CCCN3)o2)c1	8	98	98	-4	.	97	99	99	101	-18	103
COc1ccc(/C=N/N2CCOCC2)cc1OCc1ccccc1	4	98	99	-1	2	104	99	97	101	-67	98
COC(=O)c1cc(CSc2nnc(-c3ccccc3)c(-c3ccccc3)n2)oc1C	22	96	96	2	.	97	95	95	104	-42	95
Cc1ccc(C2C(C#N)=C(N)OC3=C2C(=O)CCC3)s1 (stereo not given)	5	97	95	-1	.	100	98	96	99	-59	97
O=C(C1CCCCC1)N1CCC(n2nnc3ccccc32)CC1	6	104	105	-5	.	99	102	103	102	-9	109
COc1ccccc1-c1nnc(SCC(=O)N2CCOCC2)o1	9	100	102	-4	.	98	98	99	102	-3	103
CCOc1ccc(C(CC(=O)O)NC(=O)C23CC4CC(CC(C4)C2)C3)cc1OC (stereo not given)	-6	98	98	0	4	97	98	92	90	-18	102
COc1ccccc1CN1CCNC(=O)C1CC(=O)NCCCn1cccn1 (stereo not given)	6	100	95	-1	-3	103	97	94	100	0	100
CCCS(=O)(=O)N1CCN(Cc2ccncc2)CC1	17	101	103	19	-13	102	98	99	100	39	105
Cn1c(CC(=O)NCCO)c(Sc2ccccc2)c2ccccc21	4	99	99	1	.	98	98	100	101	-43	102
COc1ccc(/C=N/NC(=O)CNc2ccc(Br)cc2)c(C(=O)O)c1OC	4	98	90	-3	.	103	94	94	105	-40	93
Cc1c(NC(=O)OCCNC(=O)Nc2ccccc2)sc(=S)n1C	-8	103	105	1	.	103	102	103	100	-14	103
CCOc1ccc(NC(=S)NCc2ccc3[nH]c(C)cc3c2)cc1	11	101	98	-3	29	103	99	98	106	-56	99
CSc1nnc(SCC2=NNC(=O)SC2)s1	8	104	102	0	29	107	104	104	104	-22	106
O=C(COC(=O)c1ccccc1S(=O)(=O)N1CCCCC1)NCC(F)(F)F	20	101	104	0	.	98	101	100	100	-20	105

Source: PubChem
